Bioassay records: PubChem BioAssay, National Center for Advancing Translational Sciences (NCATS)
Epigenetic reg: derepresses silenced GFP reporter in murine cells | murine LDR cells, GFP reporter derepression, 30 h | Potency, µM (top dose mostly 53.9 µM), without a hit: at the top dose GFP activation, most hits filed as activators | actives 0.2% (n = 280,000); note: potency is the fitted concentration of half-maximal effect; % of control where 0% means no effect; nearly all actives have a fitted effect of over 60% in size
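Derepression of a silenced CMV-GFP reporter in murine LDR cells is scored by enumerating GFP-positive cells with a laser-scanning microplate cytometer after 30 hours of treatment at 37 C.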
HTT aggregate: reduces HttQ103-GFP aggregates in PC12 cells | PC12 HttQ103-GFP aggregates, Acumen cytometry, 40 h | Potency, µM (highest dose often 46.1 µM), for the others: at the highest dose activity change, negative = inhibition, hits mostly inhibitors | actives 1.1% (n = 220,000); note: potency is the fitted concentration of half-maximal effect; % is set by controls: 0 for no effect and ±100 for the full control effect; nearly all actives have a fitted effect of over 60% in size
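Aggregate formation scored by laser-scanning cytometer (488 excitation, 500–530 emission) in lysed PC12 cells expressing Q103-GFP after 100 nM tebufenozide induction; library tested in dose series, with ATPLite reagent added in the multiplex.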
NPSR antagonist: neuropeptide S receptor (human) antagonism, cAMP; Q6W5P4; CHO-NPSR cells, cAMP TR-FRET, antagonist mode; Potency, µM (doses to about 38.3 µM), for inactives: top-dose activity change, negative = inhibition, hits mostly inhibitors; actives 1% (n = 220,000); AID 1461; note: potency is the fitted concentration of half-maximal effect; % is set by controls: 0 for no effect and ±100 for the full control effect; nearly all actives have a fitted effect of over 50% in size; many of its hits are not listed in these tables
Target sequence (Q6W5P4 whole entry, looked up): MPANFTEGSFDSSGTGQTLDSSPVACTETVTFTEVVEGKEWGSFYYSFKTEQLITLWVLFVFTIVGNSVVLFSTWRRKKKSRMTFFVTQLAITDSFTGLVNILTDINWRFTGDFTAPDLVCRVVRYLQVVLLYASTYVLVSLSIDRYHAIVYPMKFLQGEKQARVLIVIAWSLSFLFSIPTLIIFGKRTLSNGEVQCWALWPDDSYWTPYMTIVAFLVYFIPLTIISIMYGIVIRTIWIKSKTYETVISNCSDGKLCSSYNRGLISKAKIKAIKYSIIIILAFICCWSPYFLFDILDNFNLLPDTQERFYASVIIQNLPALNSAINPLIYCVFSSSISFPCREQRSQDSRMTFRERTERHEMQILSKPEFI
CBFb RUNX1 block: inhibitors of human CBF-beta and RUNX1 interaction. AlphaScreen CBFb-His/RUNX1-biotin binding, biochemical. Potency, µM (doses to about 59.8 µM), for the others: at the top dose activity, negative = inhibition, actives largely listed as inhibitors. AID 1477. Q01196+Q13951. 230,000 tested, under 10 active; note: % of control where 0% means no effect
Target sequence (Q01196 whole entry, looked up): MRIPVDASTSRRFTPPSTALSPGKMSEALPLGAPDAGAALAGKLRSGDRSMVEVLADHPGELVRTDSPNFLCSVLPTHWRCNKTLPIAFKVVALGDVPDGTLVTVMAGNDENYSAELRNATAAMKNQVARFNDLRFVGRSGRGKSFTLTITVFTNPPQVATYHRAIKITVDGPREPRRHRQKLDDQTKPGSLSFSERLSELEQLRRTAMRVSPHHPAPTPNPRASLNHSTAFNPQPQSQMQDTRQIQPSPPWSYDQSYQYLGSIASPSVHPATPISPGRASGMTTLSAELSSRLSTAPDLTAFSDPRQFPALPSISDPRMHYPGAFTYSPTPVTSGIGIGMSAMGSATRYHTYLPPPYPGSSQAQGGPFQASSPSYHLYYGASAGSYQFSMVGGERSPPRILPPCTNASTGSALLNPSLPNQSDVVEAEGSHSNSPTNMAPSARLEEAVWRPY
Target sequence (Q13951 whole entry, looked up): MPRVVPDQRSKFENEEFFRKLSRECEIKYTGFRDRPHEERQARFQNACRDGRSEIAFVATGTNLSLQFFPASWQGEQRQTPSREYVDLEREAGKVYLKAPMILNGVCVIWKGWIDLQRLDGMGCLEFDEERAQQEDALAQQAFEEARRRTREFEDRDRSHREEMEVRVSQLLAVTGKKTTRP
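Room-temperature protein-protein interaction test with 30 nM each of His-tagged CBF-beta and biotinylated RUNX1, 15 min with compound, then 90 min with nickel plus streptavidin beads. Signal read in AlphaScreen mode.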
L3MBTL1 inh: inhibitors of human L3MBTL1 | Q9Y468 | AlphaScreen L3MBTL1–H3K9me1 peptide binding | Potency, µM (series often up to 57.1 µM), without a hit: top-dose activity, negative = inhibition, usual class: inhibitors | actives 0.66% (n = 230,000) | AID 485360; note: potency is the fitted concentration of half-maximal effect; % is set by controls: 0 for no effect and ±100 for the full control effect; nearly all actives have a fitted effect of over 60% in size
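Displacement of a biotinylated histone H3(1-15) peptide monomethylated at Lys9 (75 nM) from L3MBTL1 (50 nM) was measured by AlphaScreen after a 30 min room-temperature compound incubation; cefsulodin titration served as intraplate control.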
KinaseGlo FLuc: blocks Kinase-Glo luciferase, a counter-screen artifact; Kinase-Glo luciferase, ATP luminescence, 8 min; Q27757; Potency, µM (doses to about 38.3 µM), for the others: at the highest dose activity change, negative = inhibition, actives largely listed as inhibitors; actives 0.28% (n = 200,000); note: potency is the fitted concentration of half-maximal effect; % is set by controls: 0 for no effect and ±100 for the full control effect; nearly all actives have a fitted effect of over 60% in size
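Luminescence was the read-out, taken after 8-minute incubation at ambient temperature. Luciferase turned over luciferin with 10 uM ATP in imidazole pH 7.2 buffer containing KCl, MgCl2, Tween 20 and BSA.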
IMPase Li cell: membrane-permeable IMPase blocker, potentiated with lithium | CHO-M1 cells, IP1 TR-FRET (IP-One), carbachol + lithium | Potency, µM (top dose mostly 59.4 µM), for inactives: top-dose activity, negative = IMPase inhibition, actives largely listed as inhibitors | actives 0.35% (n = 210,000) | AID 1457;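 note: IP1 builds up when IMPase is blocked and the TR-FRET signal falls; potency is the fitted concentration of half-maximal effect; plate controls were basal vehicle for no effect and high inhibitor control for full effect; nearly all actives have a fitted effect of over 50% in size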
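CHO-M1, 2000 cells/well, 16–30 h culture; cpd + low Li+, 30 min 37C; lysis with d2-IP1/Eu-anti-IP1 Ab, 10 min RT; TR-FRET 665/620 ratio and 620 channel; AC50 via Hill.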
The depositor's hits bear a star; ? = inconclusive; . = not tested or not shown; [ ] = another dose, or the depositor's remark. Calls come from the whole dose curve; as a rule, active = well fitted curve in the direction sought with a large enough effect; inconclusive = small, poorly fitted or top-dose-only effect, or another doubt; inactive = no such curve, though single readings can be large; an effect the other way counts as inactive or inconclusive. Some of the compounds tested. The share of hits here may be higher or lower than overall.

SMILES | Epigenetic reg | HTT aggregate | NPSR antagonist | CBFb RUNX1 block | L3MBTL1 inh | KinaseGlo FLuc | IMPase Li cell
CCN(/C=N/c1sc2c(c1C#N)CCCCC2)CC | -2.3% | -11% | ? | -12% | -5% | -3% | -1%[38.3 µM]
O=C(c1ccccc1)c1cc2ccccc2o1 | 1.7% | 5% | 17%[46.1 µM] | 4% | 16% | 1% | -13%[38.3 µM]
CCOC(=O)C1(Cc2cccc(Cl)c2)CCCN(C(=O)C2CC2)C1 (stereo unspecified) | -1.2% | -2%[9.22 µM] | 8% | 27% | 10% | . | 7%
CCCCNC(=O)COC(=O)CNC(=O)c1cc(Cl)cc([N+](=O)[O-])c1 | -0.3% | -2% | 6% | -2% | -2% | 1% | 0%
Cc1ccc(NC(=S)NNC(=S)NC2CCCCC2)cc1 | 1.0% | 1% | 0% | -4% | . | -3% | -7%
COC(=O)c1cc(C(=O)NCCN2C(=O)S/C(=C\c3cccs3)C2=O)cc([N+](=O)[O-])c1 | -1.1% | 8% | -7% | 4% | -15% | -5% | -1%
COc1cccc(CN2CCN(Cc3nc(-c4cccs4)oc3C)CC2CCO)c1 (stereo unspecified) | -2.6% | 7% | 9% | 0% | 1% | . | .
O=C1CC(c2cccnc2)c2cc3c(cc2N1)OCO3 (stereo unspecified) | 0.0% | 8% | 12% | -2% | 10% | 4% | 0%
COCCNC(=O)Cn1nc(C)c([N+](=O)[O-])c1C | 0.1% | -15%[9.22 µM] | 3% | 8% | 7% | 1% | -2%
COc1ccc(C)cc1S(=O)(=O)N(C)CC(=O)N1CCN(C)CC1 | -0.3% | 20%[9.22 µM] | 5%[46.1 µM] | 7% | . | 3% | 16%[38.3 µM]
O=C(CN1CCOCC1)Nc1ccc2c(c1)OCO2 | -0.2% | -8% | 10% | -5% | 2% | -1% | 3%
COC(=O)c1ccccc1NC(=O)CN1CCC(C)CC1 | -3.2% | -12% | -2% | 5% | 8% | -1% | -5%
COc1ccc(N2CCN(CC(=O)Nc3cccc(S(=O)(=O)N4CCOCC4)c3)CC2)cc1 | 7.4% | -1% | 19% | 3% | -6% | -1% | 1%
Cc1ccc(NC(=O)CSc2nnc(CNC(=O)c3c(F)cccc3Cl)o2)cc1 | 0.0% | -11% | -11%[46.1 µM] | 9% | -4%[11.4 µM] | -1% | 4%[38.3 µM]
CSc1ncccc1C(=O)OCC(=O)c1ccccc1 | -1.2% | 6% | -3% | 13% | -1%[11.4 µM] | -3% | 5%
O=C(c1ccccc1Nc1ccc(SC(F)F)cc1)N1CCCCC1 | -1.1% | -31% | ? | 0% | -3% | -2% | 4%[38.3 µM]
CC(C)CC(NC(=O)C1CCCCC1)C(=O)N1CCN(c2ccccn2)CC1 (stereo unspecified) | -4.5% | 0%[9.22 µM] | ? | -4% | . | 2% | -6%[38.3 µM]
CC(C)N(C(=O)COC(=O)c1ccc(O)cc1)C(C)C | 0.4% | -13% | -8%[46.1 µM] | 10% | -1% | 2% | 5%[38.3 µM]
Cc1nc2ccc([N+](=O)[O-])cc2[nH]1 | 0.0% | -12% | 20% | -3% | . | -2% | -12%
CCNC(=O)NC(=O)CSc1nc2ccccc2n1CCOC | 0.0% | 5% | -3%[46.1 µM] | 2% | 12% | . | .
CC1CCCCC1NC1=NCCCS1 (stereo unspecified) | -1.5% | -6% | -2% | 2% | -3% | -1% | 17%
O=C(NCc1nnc(SCc2ccc(F)cc2)n1-c1ccc(F)cc1)C12CC3CC(CC(C3)C1)C2 | -1.0% | -30% | -37% | -8% | -3% | 5% | 3%
O=C(O)c1ccc(CN2CCCCC2)o1 | -1.6% | 3% | 7%[46.1 µM] | 9% | 3% | 1% | 5%[38.3 µM]
CCOc1cc(C(=O)Nc2cccc3ncccc23)cc(OCC)c1OCC | 0.0% | 9% | -10%[46.1 µM] | 2% | . | 0% | 30%[38.3 µM]
Cc1nn(C(=O)c2cccnc2)c(C)c1Sc1ccc(Br)cc1 | -0.3% | -3% | -18%[46.1 µM] | -1% | 8% | 0% | 21%[38.3 µM]
O=C(CN1CCN(S(=O)(=O)c2ccccc2)CC1)Nc1cccc(C(F)(F)F)c1 | 5.1% | -5% | -10%[46.1 µM] | 13% | 4% | -6% | -5%[38.3 µM]
COc1cccc(/C=C/C(=C2/C(=O)N(c3ccccc3)N=C2C)c2ccccc2)c1OC | -2.2% | -22% | -36% | 2% | 13% | -6% | -2%
CC(C)C(C(=O)O)N1C(=O)/C(=C/c2cccn2C)SC1=S (stereo unspecified) | -3.0% | 11% | -16% | 2% | -12% | -3% | 5%
COc1ccc(NS(=O)(=O)c2ccc(NC(=O)C(C)(C(F)(F)F)C(F)(F)F)cc2)nn1 | -0.9% | 14% | 7%[46.1 µM] | 1% | -2% | -4% | -15%[38.3 µM]
CCOc1ccc2nc(NC(=O)C3=NNC(=O)CC3)sc2c1 | 2.1% | 16% | 6% | 5% | -22% | 2% | -2%
O=C(Cn1c2c(c(-c3ccccc3Cl)cc1=O)CCC2)NCCCN1CCOCC1 | 1.1% | 0%[9.22 µM] | 7% | -1% | . | . | .
CCC(CC)NC(=O)COC(=O)c1ccc(OCC(=O)Nc2ccccc2OC)c(OC)c1 | 0.1% | -8% | -5%[46.1 µM] | -4% | . | -4% | 6%[38.3 µM]
CCNC(=S)NCc1ccc(OC)c(OC)c1 | 1.3% | -1% | 20% | 5% | 2% | -1% | 6%
CCC(c1nnnn1C1CCCC1)N1CCN(Cc2ccccc2)CC1 (stereo unspecified) | -4.0% | -10% | 9%[46.1 µM] | 6% | 11% | -1% | 9%
CC(=O)c1c(C)[nH]c(C(=O)CSc2nnc(-c3cccs3)n2Cc2ccccc2)c1C | -3.6% | -2% | -11%[46.1 µM] | 1% | . | -7% | -40%[38.3 µM]
Cc1ccc(NC(=O)Cn2cnc3c(cnn3C(C)(C)C)c2=O)cc1 | 2.3% | 3% | -9%[46.1 µM] | -4% | 1% | -3% | -2%[38.3 µM]
O=C(CN(CC1CCCO1)C(=O)CNS(=O)(=O)c1ccc(Cl)cc1)NCCc1ccccc1 (stereo unspecified) | 1.1% | -13% | -16%[46.1 µM] | 3% | 3% | -2% | -7%[38.3 µM]
Cc1cc(C(=O)CCl)c(C)n1CCc1ccc(Cl)cc1 | ? | 13% | ? | -7% | 1%[11.4 µM] | 1% | 22%
CC(=O)Nc1ccc(-c2cn3cc(C)ccc3n2)cc1 | 0.1% | 3% | -1% | -3% | 3% | 23% | -7%
COc1cccc(CC(NC(C)=O)C(=O)NC2CCN(c3nnnn3-c3ccccc3)CC2)c1 (stereo unspecified) | -0.1% | 4% | -7%[46.1 µM] | 3% | 5% | -1% | 1%[38.3 µM]
Cc1ccc(CNS(=O)(=O)c2cn(C)cn2)cc1 | 0.0% | -4% | 2%[46.1 µM] | -4% | . | -5% | -21%[38.3 µM]
CCn1ncc(C2=NOC(C(=O)N3CCN(c4ccccc4)CC3)C2)c1C (stereo unspecified) | -3.3% | -2% | 9%[46.1 µM] | -1% | 8% | -1% | .
Cc1ccc(C(C(=O)NCCc2ccccc2)N(C(=O)c2csnn2)C2CC2)o1 (stereo unspecified) | -1.5% | 5% | -3%[7.67 µM] | 0% | -1% | -3% | 4%[38.3 µM]
O=C(CNC(=O)Cc1ccccc1)NCC(=O)OCc1ccc(C(=O)c2ccccc2)cc1 | -1.0% | 8% | -10%[46.1 µM] | 5% | 2% | -2% | -1%[38.3 µM]
Cc1cc(C)c2[nH]c(=O)c(C(c3nnnn3C3CCCC3)N3CCOCC3)cc2c1 (stereo unspecified) | 4.8% | -12% | -3%[46.1 µM] | -4% | 29% | 4% | -4%[38.3 µM]
CC(=O)Nc1cccc(NC(=O)c2cc(Cl)ccc2Cl)c1 | 0.2% | 19% | -6% | -4% | . | 1% | 8%
COc1ccc(/C=N/NC(=O)CSc2nnc(CCCc3ccc(OC)c(C)c3)o2)cc1 | -0.7% | -1% | -22%[46.1 µM] | -5% | 1% | -4% | 13%[38.3 µM]
COc1ccc(CNc2ccc(-c3ccccc3OC)nn2)cc1 | -0.9% | -4% | -6%[46.1 µM] | 7% | 9% | 2% | -5%
Cc1ccc2nc(SCC(=O)Nc3ccc(C)c([N+](=O)[O-])c3)[nH]c2c1 | 1.0% | 22% | -5%[46.1 µM] | -4% | -14% | 0% | 11%
COc1ccc(S(=O)(=O)N2CCC(C(=O)N3CCCCC3)CC2)cc1Cl | -0.5% | -23% | -11%[46.1 µM] | 6% | . | 2% | 27%[38.3 µM]
CN1CCN(CC(=O)Nc2ccc(OCc3ccccc3)cc2)CC1 | 0.8% | 3% | -13%[46.1 µM] | 4% | . | -1% | 51%[activator][38.3 µM]
COc1ccc(C(=O)CSc2nnc(CN3CCCCC3)n2-c2ccc(Cl)cc2)cc1OC | -3.0% | 1% | 4% | 7% | -5% | 0% | 9%
C/C(=N/NC(=S)Nc1ccccc1)c1ccc2c(c1)OCO2 | 2.6% | 19% | -12%[46.1 µM] | 2% | -2% | 0% | 6%
Cn1c(SCc2ccc(Cl)cc2)nnc1C1CC1 | 2.3% | 21%[9.22 µM] | 0% | -6% | -6% | -2% | 10%
O=C(O)Cc1csc(NC(=O)CSc2cccc(C(=O)O)n2)n1 | 0.1% | -21%[9.22 µM] | 8% | 9% | . | . | .
O=C(c1cccc2ccccc12)N1CCC(N2CCN(c3ccccc3)CC2)CC1 | 0.8% | 0% | -3%[46.1 µM] | -3% | -3% | 2% | 12%[38.3 µM]
CC(=O)c1cccc(N=Nc2c(C)[nH]c3ccccc23)c1 | 4.8% | -6% | -6% | -3% | -27% | -3% | 14%

Part of the list above, reduced to IMPase Li cell and Epigenetic reg:
mol,IMPase Li cell,Epigenetic reg
O=C(O)c1ccc(CN2CCCCC2)o1,5%[38.3 µM],-1.6%
CCOc1cc(C(=O)Nc2cccc3ncccc23)cc(OCC)c1OCC,30%[38.3 µM],0.0%
Cc1nn(C(=O)c2cccnc2)c(C)c1Sc1ccc(Br)cc1,21%[38.3 µM],-0.3%
O=C(CN1CCN(S(=O)(=O)c2ccccc2)CC1)Nc1cccc(C(F)(F)F)c1,-5%[38.3 µM],5.1%
